# CD40 NFkB inh = inhibitors of CD40-induced NF-kB signaling, primary screen, BL2 cells, luciferase reporter, single point; CD40L-induced, 4 h; inhibition, % at 10 µM; 0.94% of 83,000 active; AID 1053188, 2014;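 active = mean inhibition of at least 50% with a set share of replicates also reaching that level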;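 note: 0% = neutral control wells and 100% = IKK inhibitor VII at 50 µM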
# * hit, by the source's call; [ ] = another dose, or the depositor's remark.
SMILES,CD40 NFkB inh
C=C(C)CNC(=O)c1ccc(OC2CCN(C(=O)COC)CC2)cc1,0
CCOc1ccccc1N1CCN(C(=O)Cc2ccc(S(=O)(=O)N3CCOCC3)s2)CC1,9
CC(=O)c1ccc(OC(=O)N(c2ccccc2)c2ccccc2)cc1,-1
O=C1NC(=O)C2(C=C(c3ccccc3)C(O)(c3ccccc3)C2)N1 (stereo unspecified),3
COc1cccc(CN2CCN(C(=O)CCc3nnc(C4CCCCC4)o3)CC2=O)c1,3
COc1ccc(C(=O)N2CCc3ccccc3C2)cc1S(=O)(=O)N1CCCC1,12
COCC(=O)Nc1ccc2c(c1)C(=O)N(C)[C@@H]1CC[C@@H](CC(=O)NCCCN(C)C)O[C@@H]1CO2,-50[25 µM]
C[C@@H]1CN([C@@H](C)CO)C(=O)c2c(c3ccccc3n2C)-c2ccccc2CO[C@H]1CN(C)S(=O)(=O)c1ccc([N+](=O)[O-])cc1,55*[25 µM]
Cn1c(-c2ccc(F)cc2)cnc1SCC(=O)Nc1ccccc1,6
CCS(=O)(=O)N1CC2(C1)CN(S(=O)(=O)c1ccccc1)[C@@H](CO)c1c2c2ccc(OC)cc2n1C,11[25 µM]
CN(Cc1nccs1)C(=O)C1CCC(=O)N(CCc2cccc(F)c2)C1 (stereo unspecified),-11
CCN1CCN(C(=O)CCc2nnc(CCc3ccccc3OC)o2)[C@@H](C)C1=O,-1
Cc1c(Cl)c([N+](=O)[O-])nn1CCCC(=O)N(Cc1ccccc1)Cc1ccccc1,32
O=C(NC12CC3CC(CC(C3)C1)C2)c1cc([N+](=O)[O-])ccc1N1CCOCC1,-8
Cc1cc(NC(=O)c2cccc(Oc3ccccc3)c2)n[nH]1,-43
Cc1ccc(S(=O)(=O)N(C)CCN(C)S(=O)(=O)c2ccc(C)cc2)cc1,4
CC(C)NC[C@H]1[C@@H](c2ccc(C3=CCCC3)cc2)[C@@H](CO)N1C(=O)CC1CC1,4
Cc1ccccc1-c1ncc(CN2CCN(C3CCCCC3)C(CCO)C2)cn1 (stereo unspecified),6
COc1ccccc1-c1ccc2c(c1)O[C@@H](CN(C)CC1CCOCC1)[C@H](C)CN([C@@H](C)CO)S2(=O)=O,6[25 µM]
CC(C)NC(=O)NCC[C@H]1CC[C@@H](NS(=O)(=O)c2ccc(Oc3ccccc3)cc2)[C@H](CO)O1,-7[25 µM]
CCCC(=O)N1C[C@@H]2[C@H](c3ccccc31)[C@H](CO)N2C(=O)Nc1ccc(F)cc1,4[25 µM]
CN(C)C(=O)c1ccc(-c2ccccc2[C@H]2[C@@H](C#N)N(C(=O)C3CCCC3)[C@@H]2CO)cc1,0
N#Cc1ccc(-c2ccc3c(c2)[C@@H]2[C@@H](CCN2C(=O)Cc2ccccc2)[C@H](CO)N3)cc1,30[25 µM]
CCN(CC(=O)NCc1ccncc1)S(=O)(=O)c1ccccc1,6
CC(C)NC(=O)N(C)C[C@H]1OCc2ccccc2-c2c(n(C)c3ccccc23)C(=O)N([C@@H](C)CO)C[C@H]1C,-3
O=C(NCCN1C(=O)S/C(=C/c2cccnc2)C1=O)c1ccc(S(=O)(=O)N2CCCC2)cc1,-8
CC(NC(=O)Nc1ccc2c(c1)OCO2)C1CCCO1 (stereo unspecified),-68
COc1ccc(C(=O)Nc2cccc(S(=O)(=O)NC3=NCCCCC3)c2)cc1,9
CC(C)c1ccc(NC(=O)CSc2nc(=O)n(CCN3CCOCC3)c3c2CCC3)cc1,9
CC(O)(c1cccc(F)c1)c1nc(-c2ccccc2)cs1 (stereo unspecified),5
Cc1noc(NS(=O)(=O)c2ccc(NC(=O)C(C)C)cc2)c1C,-12
COc1cc(-c2nccc3cc4c(cc23)OCO4)cc(OC)c1OC,2
C[C@H]1CN([C@@H](C)CO)C(=O)CCCn2cc(nn2)CO[C@@H]1CN(C)Cc1ccncc1,-3
CN1C(=O)c2cc(NC(=O)C3CCOCC3)ccc2OC[C@@H]2O[C@@H](CC(=O)NCCc3ccncc3)CC[C@H]21,2[25 µM]
O=C(O)c1c[nH]c2cc(C(F)(F)F)ccc2c1=O,1
Cc1ccc(S(=O)(=O)N(C)c2ccc(C(=O)Nc3ccccn3)cc2)cc1,-5
CC(C)Sc1nc2ccccc2n1CC(=O)NCc1ccc2c(c1)OCO2,11
O=C(Nc1ccc2nc(-c3ccccn3)c(-c3ccccn3)nc2c1)N1CCOCC1,12
CO[C@H]1CN(C)C(=O)c2cc(NS(=O)(=O)c3cccc(Cl)c3)ccc2OC[C@H](C)NC[C@H]1C,-6[25 µM]
CN(C)C(=O)c1ccc(NC(=O)c2ccccc2SCC(=O)N2CCCC2)cc1,8
O=C(OCc1nnc(-c2ccccc2)o1)c1cn(-c2ccccc2)nc1-c1ccccc1,0
O=C(Cc1c(F)cccc1Cl)Nc1ccccc1C(=O)N1CCCCC1,3
CC(OC(=O)Cc1n[nH]c(=O)c2ccccc12)C(=O)Nc1ccc(S(N)(=O)=O)cc1 (stereo unspecified),11
CCCNC(=O)C1(C)CCN(Cc2ccc(OC)c3ccccc23)C1 (stereo unspecified),1
CN(CCCN1CCCCC1)C(=O)c1cc(COc2ccc(F)cc2F)on1,13
O=C(NCC1CC1)[C@H]1[C@H](CO)[C@H]2Cn3c(ccc(-c4cccnc4)c3=O)[C@@H]1N2C(=O)C1CCC1,-4
C[C@@H]1CN([C@@H](C)CO)C(=O)CCCn2cc(nn2)CO[C@@H]1CN(C)C(=O)Oc1ccccc1,2
O=C(c1cc2nc(-c3ccco3)cc(C(F)(F)F)n2n1)N1CCCc2ccccc21,-5
CCOc1ccc(C(=O)C(C)OC(=O)c2cnc(C)cn2)cc1 (stereo unspecified),-11
COc1cccc(-c2ccc3n(c2=O)C[C@@H]2[C@@H](CO)[C@H](C(=O)NC4CCC4)N(S(C)(=O)=O)[C@H]32)c1,5[25 µM]
# (next part)
SMILES,CD40 NFkB inh
CCC1CCCCN1S(=O)(=O)c1ccc(NC(=O)c2cccnc2)cc1 (stereo unspecified),7
COc1ccc2cc3cc(C(=O)N4CCN(c5ccccn5)CC4)oc3nc2c1,-3
CN1CCN(S(=O)(=O)c2ccc(NC(=O)COc3ccccc3)cc2)CC1,8
COC(=O)CSc1nc2ccc(N)cc2s1,6
O=[N+]([O-])c1cc(S(=O)(=O)N2CCOCC2)ccc1NS(=O)(=O)c1ccccc1,12
O=C(CCCCn1c(=O)[nH]c2ccsc2c1=O)NCCc1ccccc1,-1
CCN(CC(=O)Nc1ccccc1C(F)(F)F)C(=O)c1cc(-c2ccccc2)nn1-c1ccccc1,11
CC1=C(C(=O)OCC2CCCO2)C(c2coc3ccccc3c2=O)C2=C(CC(C)(C)CC2=O)N1 (stereo unspecified),5
Cc1ccccc1OCC(=O)Nc1ccccc1NC(=O)c1ccco1,5
O=C(NCCCCc1ccccc1)c1ccccc1Cl,-26

# Rewritten bar-delimited: 14 of the compounds above.
Compound | CD40 NFkB inh
CCCNC(=O)C1(C)CCN(Cc2ccc(OC)c3ccccc23)C1 (stereo unspecified) | 1
CN(CCCN1CCCCC1)C(=O)c1cc(COc2ccc(F)cc2F)on1 | 13
O=C(NCC1CC1)[C@H]1[C@H](CO)[C@H]2Cn3c(ccc(-c4cccnc4)c3=O)[C@@H]1N2C(=O)C1CCC1 | -4
C[C@@H]1CN([C@@H](C)CO)C(=O)CCCn2cc(nn2)CO[C@@H]1CN(C)C(=O)Oc1ccccc1 | 2
O=C(c1cc2nc(-c3ccco3)cc(C(F)(F)F)n2n1)N1CCCc2ccccc21 | -5
CCOc1ccc(C(=O)C(C)OC(=O)c2cnc(C)cn2)cc1 (stereo unspecified) | -11
COc1cccc(-c2ccc3n(c2=O)C[C@@H]2[C@@H](CO)[C@H](C(=O)NC4CCC4)N(S(C)(=O)=O)[C@H]32)c1 | 5[25 µM]
CCC1CCCCN1S(=O)(=O)c1ccc(NC(=O)c2cccnc2)cc1 (stereo unspecified) | 7
COc1ccc2cc3cc(C(=O)N4CCN(c5ccccn5)CC4)oc3nc2c1 | -3
CN1CCN(S(=O)(=O)c2ccc(NC(=O)COc3ccccc3)cc2)CC1 | 8
COC(=O)CSc1nc2ccc(N)cc2s1 | 6
O=[N+]([O-])c1cc(S(=O)(=O)N2CCOCC2)ccc1NS(=O)(=O)c1ccccc1 | 12
O=C(CCCCn1c(=O)[nH]c2ccsc2c1=O)NCCc1ccccc1 | -1
CCN(CC(=O)Nc1ccccc1C(F)(F)F)C(=O)c1cc(-c2ccccc2)nn1-c1ccccc1 | 11

# Next results:
SMILES,CD40 NFkB inh
COc1cccc(C#Cc2ccc([C@H]3[C@@H](C#N)N[C@@H]3CO)cc2)c1,17[25 µM]
O=C(CC1C(=O)NCCN1C(=O)Nc1ccccc1)Nc1ccc2c(c1)OCO2 (stereo unspecified),1
COc1ccc(-c2ccc(C3[C@H]4CNC[C@@H]3N4Cc3cc(F)ccc3F)cc2)cc1 (stereo partly specified),-4[25 µM]
CC(=O)N1CCCc2ccc(NS(=O)(=O)c3ccc(C)cc3)cc21,-13
N#Cc1ccc(OCC(=O)OCC(=O)Nc2ccc(N3CCOCC3)cc2)cc1,15
COc1ccc(NS(=O)(=O)c2ccc(N3CCOCC3)c(NC(=O)/C=C/C(=O)O)c2)cc1,2
CN(C(=O)c1ccc(OC2CCN(Cc3ccccn3)CC2)cc1)C1CCCCC1,2
Cc1ccc(S(=O)(=O)N2CCC(C(=O)OCC(=O)N3CCc4ccccc43)CC2)cc1,-5
O=C(c1scc2c1CCCC2)N1CCOCC1,7
c1cnc2c(SCc3ccc(-c4nnco4)cc3)cccc2c1,-128
O=C(Nc1ccccc1)C1CC(=O)N(Cc2ccccc2)C1 (stereo unspecified),3
CCS(=O)(=O)N(C)C[C@@H]1OCc2ccccc2-c2c(n(C)c3ccccc23)C(=O)N([C@@H](C)CO)C[C@@H]1C,-3
Cn1c(=O)c2c(nc(N3CCCCC3)n2CC(O)COc2ccccc2)n(C)c1=O (stereo unspecified),24
COc1ccc(/C=C/C(=O)NC(=S)Nc2ccccc2C(=O)NC2CCCCC2)cc1,5
COCC#Cc1ccc([C@H]2[C@H]3CN(C(=O)C4CCCCC4)CC(=O)N3[C@H]2CO)cc1,2[25 µM]
CN(C)C(=O)C[C@@H]1CC[C@@H]2[C@@H](COc3ccc(NC(=O)C4CCCCC4)cc3C(=O)N2C)O1,-7[25 µM]
CN1CCCC1CN1CCCC1 (stereo unspecified),1
O=C(Cc1cccs1)Nc1ccc(N2CCOCC2)cc1,1
O=C(Nc1cccc(Cl)c1)N[C@@H]1CC[C@@H](CCn2cc(Cc3ccccc3)nn2)O[C@H]1CO,-7[25 µM]
CC12CCC(C(=O)N3CCN(c4ccccc4)CC3)(CC1=O)C2(C)C (stereo unspecified),11
O=[N+]([O-])c1ccc(Oc2ccc(S(=O)(=O)N3CCOCC3)cn2)cc1,-3
Cc1nn(C)cc1NC(=O)C[C@@H]1CC[C@H]2[C@@H](COc3ccc(NC(=O)c4cccc(F)c4)cc3C(=O)N2C)O1,6[25 µM]
COc1cccc(CN2CC(C(=O)NCCn3cccn3)CCC2=O)c1 (stereo unspecified),4
COC(=O)[C@@H](NC(=O)Nc1cccc(OC)c1)C(C)C,13
COc1ccc(S(=O)(=O)N(C)C[C@H]2Oc3c(NC(=O)Nc4c(C)noc4C)cccc3C(=O)N([C@H](C)CO)C[C@H]2C)cc1,-4[25 µM]
COc1ccccc1NC(=O)c1ccc(NC(=O)COC(=O)C2CCCCC2)cc1,-2
COc1ccc(CNCC(=O)Nc2ccccc2-n2cccc2)cc1,8
Cc1ccc(OCC(=O)N(C)CC(=O)NCc2ccco2)c(Br)c1,-7
Cc1cccc(N(Cc2ccccc2)C(=O)CSC(C)C(=O)Nc2cc(C)on2)c1 (stereo unspecified),8
O=C(N/N=C/c1ccc[nH]1)c1ccccc1OCc1ccccc1Cl,-12
CC(=O)N(C)C[C@H]1Oc2ccc(NS(C)(=O)=O)cc2CC(=O)N(C)C[C@H]1C,-4
C(=N\N=C\c1ccccn1)/c1ccccn1,5
O=C(Nc1cccnc1)c1ccccc1NS(=O)(=O)c1ccc(F)cc1,2
CN(C)C(=O)C[C@H]1CC[C@H]2[C@@H](COC[C@@H](O)CN2S(=O)(=O)c2ccccc2Cl)O1,-7[25 µM]
Cc1cc(C(=O)OCC(=O)N2CCC(C)CC2)c2ccccc2n1,-17
CCCC#Cc1ccc([C@H]2[C@@H](CO)N(C(=O)C3CCCCC3)[C@H]2C#N)cc1,14[25 µM]
CN(C)C(=O)c1ccc(-c2cc(C(F)(F)F)n(C)n2)s1,1
CCOc1ccc(C(C)=O)cc1COC(=O)CN1C(=O)NC2(CCCC2)C1=O,-5
C[C@@H]1CN([C@@H](C)CO)C(=O)Cc2cc(NC(=O)Cn3cnnn3)ccc2O[C@H]1CN(C)Cc1ccc(Oc2ccccc2)cc1,-2[25 µM]
CN(CCN1CCc2ccccc2C1)Cc1nc(Cc2ccccc2F)no1,4
CNC[C@H]1Oc2c(NS(=O)(=O)c3ccc(Cl)cc3)cccc2C(=O)N([C@@H](C)CO)C[C@H]1C,4[25 µM]
CCCCOc1ccccc1C(=O)NCCCC(=O)O,2
C[C@H](CO)N1C[C@H](C)[C@@H](CN(C)S(=O)(=O)c2ccsc2)OCc2ccccc2-c2c(n(C)c3ccccc23)C1=O,-6
CCS(=O)(=O)Nc1ccc2c(c1)C(=O)N(C)[C@H]1CC[C@@H](CC(=O)NCc3ccccc3F)O[C@H]1CO2,-4[25 µM]
Cc1csc2nc(CCNS(=O)(=O)c3cccs3)cn12,-77
O=C(OCC(=O)N1CCOCC1)c1ccccc1OCc1ccccc1,-17
C=CCSc1nnc(NC(=O)C2=COCCO2)s1,-40
COC(=O)c1cc(COC(=O)c2ccc3ccccc3n2)oc1C,4
CC(=O)c1ccccc1OCCn1nnc(-c2ccc(C)cc2)n1,-2
COC(=O)C1=C(C(=O)OC)C(C(=O)OC)C(C(=O)OC)C(C(=O)OC)(C(=O)OC)C(C(=O)OC)=C1C(=O)OC (stereo unspecified),75*
# Next section.
SMILES,CD40 NFkB inh
O=S(=O)(N1CCCCCC1)N1CCN(S(=O)(=O)N2CCOCC2)CC1,4
COc1ccc(C(=O)N2C[C@@H]3[C@H](c4ccccc42)[C@H](CO)N3C(=O)Cc2ccccn2)cc1,10[25 µM]
Cc1cnc(C(=O)OCC(=O)Nc2oc(-c3ccccc3)c(-c3ccccc3)c2C#N)cn1,15
COc1ccc(CNC(=O)N(C)C[C@H]2OCc3ccccc3-c3ccccc3C(=O)N([C@@H](C)CO)C[C@H]2C)cc1,-16[25 µM]

# The list is partial; count on the stated rates, not on these rows.
